# Compound activity: PubChem BioAssay, several laboratories
# RmlCD inh 1536: blocks M. tuberculosis RmlC and RmlD coupled enzymes; P9WH09+P9WH11; RmlC+RmlD coupled enzyme assay, percent inhibition; primary screen in compound mixtures; inhibition, % at 3.6 µM; 0.03% of 160,000 active; in the data active = inhibition mostly above about 34%, no sharp cut-off; also: some results filed as inactive read as strong as hits
# Target sequence (P9WH09 whole entry, looked up): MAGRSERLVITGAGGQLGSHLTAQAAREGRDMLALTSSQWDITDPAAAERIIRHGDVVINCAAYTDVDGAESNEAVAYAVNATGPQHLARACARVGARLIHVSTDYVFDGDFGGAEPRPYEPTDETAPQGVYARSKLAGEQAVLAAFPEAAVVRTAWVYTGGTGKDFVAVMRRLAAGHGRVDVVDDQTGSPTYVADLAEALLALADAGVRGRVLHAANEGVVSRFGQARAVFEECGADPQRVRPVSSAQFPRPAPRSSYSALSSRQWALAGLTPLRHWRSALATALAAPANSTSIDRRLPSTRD
# Target sequence (P9WH11 whole entry, looked up): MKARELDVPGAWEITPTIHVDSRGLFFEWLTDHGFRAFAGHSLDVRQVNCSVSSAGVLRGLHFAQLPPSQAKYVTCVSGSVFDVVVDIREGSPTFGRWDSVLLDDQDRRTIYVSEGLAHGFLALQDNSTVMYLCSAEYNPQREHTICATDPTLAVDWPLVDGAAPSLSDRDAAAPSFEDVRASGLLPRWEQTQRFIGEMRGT
# GlmU inhibition: inhibition of mycobacterial GlmU enzyme – biochemical, glucosamine-1-phosphate acetyltransferase (AID 1376). M. tuberculosis GlmU acetyltransferase enzyme assay; higher % means a stronger effect. inhibition, %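 (tested at 30 µM in the primary screen)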, or IC50 in µM where a hit was titrated. 0.25% of 220,000 active; in the data active = inhibition above about 13%;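 also: 0% = complete reaction with vehicle and 100% = reaction without substrate; strong numbers were not always called active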
# * = called active by the depositor; · = not tested or not shown.
SMILES,RmlCD inh 1536,GlmU inhibition
CC(=O)C1=C(C)NC(SCC(=O)c2ccc(C)cc2)=C(C#N)C1c1ccco1 (centres undefined),·,3.5%
O=C(c1ccc(CNS(=O)(=O)c2cccc(Cl)c2)cc1)N1CCCC1,1,5.3%
N#CC(c1ccc(Cl)cc1)c1ccc2c(C(F)(F)F)cc(C(F)(F)F)nc2n1 (centres undefined),·,-2.0%
COc1cccc(OCCCn2cc(/C=C3/C(=N)N4C=C(C)SC4=NC3=O)c3ccccc32)c1,-6,7.5%
CC1CC1c1ccc(/C=C(\C#N)C(=O)Nc2cccc(Cl)c2Cl)o1 (centres undefined),6,-4.0%
NS(=O)(=O)c1ccc(NCc2ccccc2OCc2ccc(F)cc2)cc1,-6,-2.6%
Clc1cccc(Sc2ccc(-c3ccccn3)s2)c1,2,1.8%
O=C(CNCc1ccco1)Nc1cccc(S(=O)(=O)N2CCCCC2)c1,·,-0.8%
O=C(Nc1nc(-c2ccccc2)cs1)c1cccc(S(=O)(=O)N2CCN(Cc3ccccc3)CC2)c1,10,·
Cc1onc(-c2c(Cl)cccc2Cl)c1C(=O)NC(=S)Nc1sc2c(c1C(N)=O)CCC(C)C2 (centres undefined),20,2.6%
C=CCn1c(C(C)C)nc2ccccc21,-12,2.3%
O=C(NCCN1CCOCC1)C(=O)NCc1ccc2c(c1)OCO2,6,-1.8%
CCC(C(=O)O)N1C(=O)/C(=C/C(C)=C/c2ccccc2)SC1=S (centres undefined),16,0.2%
CCOC(=O)Nc1c(C(=O)OC)[nH]c2cc(OC)ccc12,·,-0.4%
CCCc1cc(=O)[nH]c(/N=C(/NC(=O)c2ccccc2)Nc2ccc3c(c2)OCCO3)n1,·,2.3%
CCn1nc(C)c(Br)c1-c1nc(CS(=O)(=O)c2ccsc2)no1,-10,-2.6%
O=C1COc2ccc(C(=O)COC(=O)c3cnc(Cl)c(Cl)c3)cc2N1,28,-6.8%
Cc1cccc(S(=O)(=O)c2c(N)n(Cc3ccco3)c3nc4ccccc4nc23)c1,·,3.6%
Cc1cc(OCCN2CCOCC2)nc2ccccc12,·,7.1%
COc1cc(-c2nc3oc4ccccc4c(=O)c3c(=O)n2Cc2ccco2)cc(OC)c1OC,-9,-1.5%
Cc1cc(C(=O)CSc2nnc(-c3ccc(F)cc3)o2)c(C)n1CC1COc2ccccc2O1 (centres undefined),-6,-4.3%
O=C(/C=C\NCC(=O)c1ccccc1)c1ccc(F)cc1,0,-2.3%
O=C(NCC1(c2ccccc2)CCCC1)c1ccccc1Br,-10,0.5%
Cc1scc(C(=O)N2CCN(c3ccc(Cl)cc3)CC2)c1C,-4,-1.6%
Cc1cc(C)n(C(=O)c2ccc([N+](=O)[O-])c(Cl)c2)n1,7,0.8%
C=CCNC(=S)Nc1ccccc1,18,-1.6%
CC(=O)CSc1nnc(-c2ccc(S(=O)(=O)N3CCC(C)CC3)cc2)o1,·,0.7%
CCCN1CCN(CCCNC(=O)C2CCCN(c3nc4ccc(OCC)cc4s3)C2)CC1 (centres undefined),·,0.0%
O=C(NC1CC1)c1cc(-c2ccccn2)nc2ccccc12,-8,-1.2%
CCOC(=O)c1ccc(Nc2cnc3ccccc3n2)cc1,2,1.6%

# Grouped by structure: those above containing an NH in an aromatic ring (2)
SMILES,RmlCD inh 1536,GlmU inhibition
CCOC(=O)Nc1c(C(=O)OC)[nH]c2cc(OC)ccc12,·,-0.4%
CCCc1cc(=O)[nH]c(/N=C(/NC(=O)c2ccccc2)Nc2ccc3c(c2)OCCO3)n1,·,2.3%

# (continued)
SMILES,RmlCD inh 1536,GlmU inhibition
CCOC(=O)CN1c2ccccc2NC(=O)CC1C (centres undefined),11,6.1%
O=C1OCC2=C1C(c1ccc3c(c1)OCO3)Sc1ccccc1N2 (centres undefined),·,3.4%
CC(C)CC(c1nnnn1Cc1cccs1)N1CCN(c2nc3ccccc3s2)CC1 (centres undefined),·,-2.8%
O=C(CSc1nc2ccccc2[nH]1)N/N=C/C=C/c1ccccc1[N+](=O)[O-],2,-0.3%
O=C(C1CCN(c2nnc(N3CCCC3=O)s2)CC1)N1CCN(Cc2ccc3c(c2)OCO3)CC1,-4,1.2%
COCCCN1C(=O)CS/C1=N\S(=O)(=O)c1ccccc1,4,5.5%
CN1CCN(c2ccc(NC(=O)c3ccc(-c4cccc([N+](=O)[O-])c4)o3)cc2)CC1,0,-0.7%
O=C1CN(S(=O)(=O)c2ccccc2)c2ccccc2N1,0,2.2%
Cc1cc(C)c(C#N)c(SCC(=O)N(C)C2CCCCC2)n1,·,-1.4%
CCOCCCn1cnc2c(c1=O)c1nc3ccccc3nc1n2-c1ccc(C)cc1,-4,7.1%
COc1ccc(C2CC(=O)Nc3ccccc3S2(=O)=O)cc1OC (centres undefined),3,2.0%
O=C1CC(N2CCN(S(=O)(=O)c3cccc(C(F)(F)F)c3)CC2)C(=O)N1Cc1ccccc1 (centres undefined),·,-1.9%
CC(C)Cn1cnc2c1c(=O)n(CC(=O)N(C)C)c(=O)n2Cc1ccccc1,-18,1.1%
S=C(c1ccc(-c2ccc(Cl)cc2Cl)o1)N1CCCCC1,13,-0.8%
Cc1cc(S(=O)(=O)Nc2cccnc2)c(C)s1,15,-1.1%
COC(=O)N/N=C(\C)c1ccc(OC(F)F)cc1,9,2.4%
CCSc1nnc(NC(=O)c2cccc(OCc3c(C)noc3C)c2)s1,7,-1.1%
Cc1c(NC(=S)NC(=O)c2ccco2)cccc1-c1nc2ncccc2o1,3,0.1%
COc1cc(/C=N/NC(=O)c2ccc(C)nc2)cc([N+](=O)[O-])c1O,-7,-3.0%
CN(C)c1ccc(N=Cc2c(O)n(CCC3=CCCCC3)c(=O)[nH]c2=O)cc1,-6,-0.2%
COc1ccccc1-n1c(SCC(=O)O)nc2sc3c(c2c1=O)CCC3,·,4.7%
CC(C)c1ccc(/C=C/C(=O)NC(=S)Nc2ccc(CN3CCOCC3)cc2)cc1,·,-6.0%
Cc1oc(-c2ccccc2F)nc1CS(=O)(=O)CC(=O)NCCCc1ccccc1,-13,13%
COc1cccc(C2C(C(=O)NCc3ccccc3)=C(C)Nc3ncnn32)c1 (centres undefined),-2,-3.6%
COc1ccc(S(=O)(=O)NC2CC(C)(C)NC(C)(C)C2)c(C)c1C,·,14%*
CC(=O)N1CCN(c2cccc(C)c2C)CC1,-9,-0.5%
CSc1cc(-c2ccccc2)n(Cc2ccccc2Cl)c(=O)c1C#N,10,-3.0%
CN1CCN(S(=O)(=O)c2ccc(NC(=O)COc3ccccc3Cl)cc2)CC1,8,1.9%
CCOC(=O)c1c(C)noc1-c1ccc(Br)o1,5,3.0%
Cc1ccsc1C(=O)NNC(=O)Nc1ccc(Cl)c(Cl)c1,·,1.5%
CCN(Cc1ccccc1)C(=O)Cn1c(=O)n(-c2ccc(OC)cc2OC)c(=O)c2c(C)c(C)sc21,-5,5.4%
COc1ccc(OC)c(C2=Nn3c(nnc3-c3cc(C)[nH]n3)SC2)c1,11,6.1%
O=C(COc1ccc(S(=O)(=O)N2CCCCC2)cc1)NCc1ccccn1,·,2.5%
Cc1ccc(C(=O)NNC(=O)CCn2nnc3ccccc32)cc1,·,0.7%
Cc1ccc(C)c(C(=O)CN2C(=O)NC3(CCC(C)CC3)C2=O)c1 (centres undefined),44,0.3%
COC(=O)C1=CN(C)C=C(C(=O)OC)C1c1ccccc1Cl,1,-0.3%
CCOc1ccc(N/C(C)=C/C(=O)c2ccc3c(c2)OCCO3)cc1,3,7.3%
CC(/C(O)=C(\C#N)c1nc2ccccc2n1C)N1C(=O)c2ccccc2C1=O (centres undefined),-9,0.9%
O=C(c1cnn(C(=O)COc2ccccc2F)c1)c1cc(F)ccc1O,13,-1.2%
O=C(/C(=N\O)n1cncn1)c1ccc(Br)cc1Br,7,-4.0%
CCOc1ccc(NC(=O)c2ccc(NC(=S)NC3CC3)cc2)cc1,2,2.3%
CCCCOC(=O)Nc1nc(C)c(C(=O)OCC)s1,-9,-1.0%
COc1ccc(CCNC(=O)CCCN2C(=O)c3ccccc3C2=O)cc1,35,0.5%
CCN(CC)CCN(Cc1cc2cc(C)c(C)cc2[nH]c1=O)C(=S)NCc1ccco1,4,-7.0%
Cc1ccc(C)n1CCN1CCN(C(=O)c2ccco2)CC1,·,3.4%
CCOC(=O)c1nnsc1-c1ccc(-c2snnc2C(=O)OCC)cc1,1,1.7%
COc1ccc(NC(=O)C2CCN(S(=O)(=O)c3c(C)noc3C)CC2)cc1Cl,3,5.4%
CCOC(=O)c1nnn(CC(=O)Nc2ccccc2OC)c1C(=O)OCC,7,0.9%
CS(=O)(=O)n1nc(OC(=O)c2cc(Br)ccc2Cl)cc1N,-1,-2.0%
Cn1c(=O)n(C)c2cc(/C=N/N=C3/NC(=O)C(CC(=O)O)S3)ccc21 (centres undefined),-6,3.8%
COc1ccc(C(=O)C2CCCN(C3CSCCSC3)C2)c(C)c1 (centres undefined),14,-7.8%
CCCc1nc2ccccc2c(=O)n1-c1c(C)n(C)n(-c2ccccc2)c1=O,16,-4.3%
Cc1cc(C)cc(-n2c3nc4ccccc4nc3c3c(=O)n(Cc4ccco4)cnc32)c1,7,-0.2%
CCn1cc(/C=N/NC(=O)c2ccc3c(c2)OCO3)c(C)n1,·,-2.2%
COC(=O)C1=C(C(=O)OC)C2C(C)=CC(C)=CN2C(C(=O)OC)=C1C(=O)OC (centres undefined),14,2.3%
CCC(C(=O)NC1CCCCC1)n1c(SCc2ccccc2F)nc2ccncc21 (centres undefined),·,1.4%
O=C(/C=C/Nc1cccc([N+](=O)[O-])c1)c1ccco1,·,-0.5%
CC(C)c1ccc2c(c1)c(SC(C)(C)C)c(CC(C)(C)C(=O)O)n2Cc1ccc(Cl)cc1,19,5.7%
C=C1CCN([C@@H](CC(C)C)C(=O)NCc2ccc(Cl)c(Cl)c2)S(=O)(=O)c2ccccc21,·,1.4%
O=C(NC(=S)NC1CCS(=O)(=O)C1)c1cccs1 (centres undefined),-11,10%

# Arranged by count of non-hydrogen atoms (rising): 12 of the compounds above
SMILES,RmlCD inh 1536,GlmU inhibition
O=C(NC(=S)NC1CCS(=O)(=O)C1)c1cccs1 (centres undefined),-11,10%
O=C(/C=C/Nc1cccc([N+](=O)[O-])c1)c1ccco1,·,-0.5%
CS(=O)(=O)n1nc(OC(=O)c2cc(Br)ccc2Cl)cc1N,-1,-2.0%
Cc1ccc(C)n1CCN1CCN(C(=O)c2ccco2)CC1,·,3.4%
COc1ccc(C(=O)C2CCCN(C3CSCCSC3)C2)c(C)c1 (centres undefined),14,-7.8%
Cn1c(=O)n(C)c2cc(/C=N/N=C3/NC(=O)C(CC(=O)O)S3)ccc21 (centres undefined),-6,3.8%
CCOC(=O)c1nnsc1-c1ccc(-c2snnc2C(=O)OCC)cc1,1,1.7%
CCOC(=O)c1nnn(CC(=O)Nc2ccccc2OC)c1C(=O)OCC,7,0.9%
COC(=O)C1=C(C(=O)OC)C2C(C)=CC(C)=CN2C(C(=O)OC)=C1C(=O)OC (centres undefined),14,2.3%
CCC(C(=O)NC1CCCCC1)n1c(SCc2ccccc2F)nc2ccncc21 (centres undefined),·,1.4%
C=C1CCN([C@@H](CC(C)C)C(=O)NCc2ccc(Cl)c(Cl)c2)S(=O)(=O)c2ccccc21,·,1.4%
Cc1cc(C)cc(-n2c3nc4ccccc4nc3c3c(=O)n(Cc4ccco4)cnc32)c1,7,-0.2%

# Next section:
SMILES,RmlCD inh 1536,GlmU inhibition
CSc1ccc(S(=O)(=O)N(C)Cc2ccccc2)cc1,-12,3.5%
c1cn(CC2(Cn3ccnc3)COC2)cn1,·,0.8%
Cc1ccc2nc(Nc3ccccc3)c(/C=N/O)c(=O)n2c1,-46,2.7%
COc1cccc(OC)c1C(=O)NNC(=O)c1cccnc1,-9,-0.1%
O=C(O)c1ccc(CSc2nnc(-c3ccco3)o2)cc1,-8,-3.4%
Cc1ccc(NS(=O)(=O)c2cc(C(=O)NCc3ccccn3)ccc2Cl)cc1,·,1.3%
O=C(CSCC(=O)Nc1ccc2ccccc2c1)NCc1ccccc1,11,-3.0%
O=C1CCN(C(=O)CSc2ccc(Cl)cc2)N1,6,2.4%
C=C(Cl)COC(=O)C1C2C=CC(C2)C1C(=O)O (centres undefined),·,-2.9%
CCOC(=O)Nc1ccc2c(COC(=O)CNS(=O)(=O)c3cccc(Br)c3)cc(=O)oc2c1,·,-5.4%
Cc1oc(-c2ccccc2F)nc1CS(=O)CC(=O)NCc1cccs1 (centres undefined),5,-1.8%
NC(=O)CS(=O)(=O)c1nc2ccccc2n1Cc1ccccn1,4,1.6%
CCCN(C(=O)COc1ccc(Cl)cc1Cl)c1c(N)n(Cc2ccccc2)c(=O)[nH]c1=O,·,-3.2%
O=C1CC(c2ccccc2)CC(O)=C1C=NCc1ccccc1Cl (centres undefined),9,·
O=C(NC(=S)NCc1ccc2c(c1)OCO2)c1ccccc1,-7,0.3%
CN(C)c1ccnc(SCc2ccccc2Cl)c1C#N,1,1.5%
COc1ccccc1N1CCN(/N=C/c2ccc(OC)c(OC)c2OC)CC1,-9,-0.1%
CC(C)Nc1nc(NC(C)C)nc(NS(=O)(=O)c2ccc(N)cc2)n1,9,-2.7%
COc1ccc(N=C2SCC(=O)N2CCc2ccc(OC)c(OC)c2)cc1,5,-4.3%
O=C(C1CCCO1)N1CCN(C(=S)Nc2ccccc2F)CC1 (centres undefined),·,1.4%
Cc1onc(-c2c(F)cccc2Cl)c1C(=O)NCc1cccs1,-8,2.4%
O=C1CCCC(O)=C1N=Nc1ccc(Cl)c(Cl)c1,5,0.4%
CCOc1cccc(CNCc2cccnc2)c1OCc1ccccc1,9,-4.1%
CC(C)(C)n1nnnc1C(c1cccs1)N1CCN(Cc2ccc3c(c2)OCO3)CC1 (centres undefined),·,2.6%
CCOC(=O)C1(CCCc2ccccc2)CCN(C(=O)CCOC)CC1,7,0.8%
[O-]/C(=C(\C(=S)Nc1cccc2ccccc12)[n+]1ccccc1)c1ccc(Cl)s1,·,-1.0%
O=C(COc1ccccc1C(=O)NCc1ccncc1)Nc1ccc(Br)cc1,8,7.0%
CC1CCCCC1NC(=O)/C(C#N)=C/c1ccc2c(c1)OCCO2 (centres undefined),6,0.0%

# Not all compounds are listed; rates above refer to the full screens.
